From PubChem
CaV13 ICDI inh – Primary screen for inhibitors of IQ motif and Ca2+-dependent inactivation inhibitor domain binding in CACNA1D, Förster resonance energy transfer in living cells, …; HEK cells, CFP/YFP FRET ICDI-IQ, plate reader, 10 min; percent FRET-ratio fall versus neutral wells; inhibition, % at 12.3 µM; actives 0.098% (n = 340,000); AID 743397;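 active = mean replicate inhibition of at least 30% and at least 1% of replicates passing that level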;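 also: 0% = median of the neutral control wells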
HTR2A ag – mouse HTR2A agonism via beta-arrestin recruitment | P35363 | actives 0.66% (n = 360,000) | activation, % at 7.6 µM | AID 624169 | CHO-K1 mHTR2A beta-arrestin complementation, luminescence; percent of 30 µM serotonin response;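 active = activation above a run cutoff, the mean activation of all tested compounds plus 3 SD, cut at about 14% in these data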;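 also: 0% = plate median of compound wells and 100% = 30 µM serotonin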
Target sequence (P35363 whole entry, looked up): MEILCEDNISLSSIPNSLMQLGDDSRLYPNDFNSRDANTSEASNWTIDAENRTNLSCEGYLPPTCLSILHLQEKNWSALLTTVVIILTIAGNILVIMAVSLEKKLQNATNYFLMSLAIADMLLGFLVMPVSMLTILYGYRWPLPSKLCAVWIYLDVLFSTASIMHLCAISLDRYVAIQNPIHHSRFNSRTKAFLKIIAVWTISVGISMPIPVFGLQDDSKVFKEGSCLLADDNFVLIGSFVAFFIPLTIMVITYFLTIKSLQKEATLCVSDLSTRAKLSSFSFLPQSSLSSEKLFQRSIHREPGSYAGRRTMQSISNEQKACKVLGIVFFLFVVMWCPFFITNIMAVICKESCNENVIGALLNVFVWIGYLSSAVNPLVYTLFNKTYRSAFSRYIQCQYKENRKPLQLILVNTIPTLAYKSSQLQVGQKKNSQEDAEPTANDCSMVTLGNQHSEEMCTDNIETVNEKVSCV
NR2E3 ag-1 – activates human photoreceptor nuclear receptor NR2E3. inhibition of corepressor binding, % at 4.78 µM. AID 2300. actives 0.12% (n = 320,000). GST-NR2E3/biotin-RetCOR TR-FRET, 1536-well;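 active = percent inhibition above the cutoff of mean plus 3 SD of all tested compounds, set per screening campaign, cut at about 20% in these data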;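 also: 0% = DMSO wells and 100% = biotin wells as full block of FRET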
Target sequence (Q9Y5X4 whole entry, looked up): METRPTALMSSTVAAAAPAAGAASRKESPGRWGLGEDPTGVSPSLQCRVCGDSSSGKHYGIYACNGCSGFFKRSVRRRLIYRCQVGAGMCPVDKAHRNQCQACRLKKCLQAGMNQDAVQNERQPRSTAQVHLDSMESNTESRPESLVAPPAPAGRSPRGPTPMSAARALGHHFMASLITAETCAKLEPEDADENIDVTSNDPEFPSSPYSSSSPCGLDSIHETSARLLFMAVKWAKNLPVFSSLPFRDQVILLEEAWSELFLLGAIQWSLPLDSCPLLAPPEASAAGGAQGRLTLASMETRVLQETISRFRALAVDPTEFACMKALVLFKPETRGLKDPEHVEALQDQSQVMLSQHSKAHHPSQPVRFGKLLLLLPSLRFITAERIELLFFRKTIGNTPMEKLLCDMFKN
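system = GST-tagged NR2E3 plus biotinylated RetCOR corepressor | input = 1.35 nM GST-NR2E3 | also added = 7 nM biotin-RetCOR | schedule = 5 h incubation at 4 °C | measured by = TR-FRET with europium anti-GST and streptavidin-D2, 340 nm excitation | read-out = percent loss of FRET ratio relative to control wells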
NR2E3 ag-2 – human photoreceptor-specific nuclear receptor agonism; AID 602229; actives 0.35% (n = 360,000); inhibition of corepressor binding, % at 3.98 µM; Q9Y5X4; CHO-S Gal4-NCOR/VP16-NR2E3 two-hybrid, luciferase;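 active = inhibition above the mean of all tested compounds plus 3 SD, cut at about 70% in these data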;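 also: 0% = DMSO with NR2E3 transfected cells and 100% = cells lacking NR2E3 construct; higher means lower luciferase signal from less NR2E3 corepressor binding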
Shn3 3UTR inh – inhibitors of Schnurri-3 3'UTR reporter in osteoblasts; Clone20 osteoblast Shn3 3'UTR firefly luciferase, 24 h; inhibition, % at 12.5 µM; actives 0.52% (n = 360,000);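 active = mean inhibition of at least 75% with every replicate also reaching 75%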;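 also: 0% = median of neutral control wells and 100% = pilot-screen positive control compound; some compounds past the cut are filed as inactive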
Peg3 promoter – Peg3 promoter activity inhibition; HeLa PEG-Prom luciferase reporter, luminescence, overnight; AID 588405; inhibition, % at 20 µM; actives 1.7% (n = 360,000);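 active = inhibition of at least 50% at 20 µM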
hiPSC survival – increases survival of single human iPS cells; survival enhancement, % at 20 µM; AID 602274; actives 0.044% (n = 360,000); hiPSC single-cell survival, ATPlite luminescence; 100% = ROCK inhibitor wells, 0% = DMSO; in the data active = survival enhancement above about 18%;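 also: cells exposed to compounds for 16 hours before the ATP read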
TRPM1 prom inh – inhibitors of MITF-driven TRPM1 promoter in melanoma cells. SK-MEL-5 TRPM1 promoter luciferase, 24 h. actives 0.83% (n = 330,000). inhibition, % at 12.5 µM;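 active = mean inhibition across replicates of 60% or more, whatever share of single replicates reaches that level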; also: values of inactives mirror those of a sister screen read the other way
PDI inh – inhibitors of human protein disulfide isomerase; actives 0.052% (n = 350,000); P07237; PDI insulin aggregation turbidity, A650, 90 min; inhibition, % at 10 µM;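 active = mean inhibition across replicates of 30% or more, whatever share of single replicates reach that level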;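 also: absorbance from insulin aggregation driven by PDI reduction with DTT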
Cardio protect – modulators protecting cardiomyocytes from myocardial damage; H9c2 cardiomyocytes, H2O2 injury protection, ATPLite, 2 h; protection from H2O2 cell death, % at 20 µM; actives 0.63% (n = 360,000);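 active = compounds giving at least 50% protection of heart cells from peroxide-induced death in the single-dose screen, raw or plate-pattern-corrected value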;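 also: 0% = DMSO wells with peroxide and 100% = DMSO wells without peroxide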
HIF-2a block – inhibitors of HIF-2a; 786-0 RCC cells HIF-2a reporter, luciferase luminescence, overnight; inhibition, % at 18.8 µM; actives 0.72% (n = 360,000); AID 624352;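 active = inhibition of the luminescence signal of 40% or more relative to plate controls, in a single-dose primary screen at 18.75 µM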
* marks the source's active call; other numbers are inactive results; i = inactive; x = not tested or not shown.

No.	compound	CaV13 ICDI inh	HTR2A ag	NR2E3 ag-1	NR2E3 ag-2	Shn3 3UTR inh	Peg3 promoter
1	CCC(C)C1C(C#N)=C(N)Oc2n[nH]c(C)c21 (stereo unspecified)	-5	-4	1	-20	-14	26
2	CCC1(CC)Cc2ccccc2C(CC(=O)N2CCOCC2)=N1	x	-1	1	22	20	12
3	Cc1ccc([N+](=O)[O-])cc1NC(=O)c1ccccc1	-8	0	2	28	-6	6
4	COCC(=O)NC1CC(C)(C)Cc2c1cnn2-c1ccc(F)cc1 (stereo unspecified)	-4	2	-1	1	-11	-6
5	Cc1ccc(C)c(OCC(=O)Nn2c(C)nc3ccccc3c2=O)c1	-5	1	1	19	-18	9
6	O=C(N/N=C/c1c[nH]c2ccccc12)c1ccn(Cc2ccc(Cl)cc2Cl)n1	x	1	2	-6	-5	-15
7	Cc1ccnc(-n2c(C)cc(/C=N/NC(=O)COc3cccc4cccnc34)c2C)c1	8	-1	0	24	-8	5
8	O=C(CSc1nc2ccccc2c(=O)n1-c1ccccc1)NCc1ccco1	x	-4	4	13	2	17
9	CCN1CCN(C(c2ccc(F)cc2)c2nnnn2Cc2cccs2)CC1 (stereo unspecified)	x	-8	-2	-6	x	13
10	O=C(NCc1ccccc1)c1nc[nH]c1C(=O)N1CCc2ccccc2C1	-5	3	0	-23	-8	3
11	CCOC(=O)c1ccc(S(=O)(=O)N2CCN(Cc3cc4c(cc3O)OCO4)CC2)cc1	-6	3	4	-6	2	6
12	COc1ccc(-c2ccc(C(=O)NCc3ccncc3)c3occc23)c(C)c1	-10	-5	x	82*	56	-65

No.	hiPSC survival	TRPM1 prom inh	PDI inh	Cardio protect	HIF-2a block
1	-1.0	16	-2	-2	15
2	1.0	5	5	3	26
3	-0.7	-4	12	-3	-12
4	0.1	-9	-2	-1	-15
5	0.3	0	1	15	10
6	-2.4	11	6	-13	-21
7	-0.2	-21	1	9	-19
8	-2.0	8	12	10	19
9	-2.0	-1	5	11	11
10	-0.9	1	-1	-8	-4
11	-0.5	1	10	-2	14
12	3.3	x	-5	-27	-97

Numbers 1 through 9, reprinted for reference:
No.	compound	CaV13 ICDI inh	HTR2A ag	NR2E3 ag-1	NR2E3 ag-2	Shn3 3UTR inh	Peg3 promoter
1	CCC(C)C1C(C#N)=C(N)Oc2n[nH]c(C)c21 (stereo unspecified)	-5	-4	1	-20	-14	26
2	CCC1(CC)Cc2ccccc2C(CC(=O)N2CCOCC2)=N1	x	-1	1	22	20	12
3	Cc1ccc([N+](=O)[O-])cc1NC(=O)c1ccccc1	-8	0	2	28	-6	6
4	COCC(=O)NC1CC(C)(C)Cc2c1cnn2-c1ccc(F)cc1 (stereo unspecified)	-4	2	-1	1	-11	-6
5	Cc1ccc(C)c(OCC(=O)Nn2c(C)nc3ccccc3c2=O)c1	-5	1	1	19	-18	9
6	O=C(N/N=C/c1c[nH]c2ccccc12)c1ccn(Cc2ccc(Cl)cc2Cl)n1	x	1	2	-6	-5	-15
7	Cc1ccnc(-n2c(C)cc(/C=N/NC(=O)COc3cccc4cccnc34)c2C)c1	8	-1	0	24	-8	5
8	O=C(CSc1nc2ccccc2c(=O)n1-c1ccccc1)NCc1ccco1	x	-4	4	13	2	17
9	CCN1CCN(C(c2ccc(F)cc2)c2nnnn2Cc2cccs2)CC1 (stereo unspecified)	x	-8	-2	-6	x	13

No.	hiPSC survival	TRPM1 prom inh	PDI inh	Cardio protect	HIF-2a block
1	-1.0	16	-2	-2	15
2	1.0	5	5	3	26
3	-0.7	-4	12	-3	-12
4	0.1	-9	-2	-1	-15
5	0.3	0	1	15	10
6	-2.4	11	6	-13	-21
7	-0.2	-21	1	9	-19
8	-2.0	8	12	10	19
9	-2.0	-1	5	11	11

Next results
No.	compound	CaV13 ICDI inh	HTR2A ag	NR2E3 ag-1	NR2E3 ag-2	Shn3 3UTR inh	Peg3 promoter
13	O=C(Nc1ccccc1)Nc1nncs1	x	2	2	-16	17	3
14	CCC12CN(C(=O)c3ccc([N+](=O)[O-])cc3)CC(CC)(CN(C(=O)c3ccc([N+](=O)[O-])cc3)C1)C2=O	-5	2	1	-6	0	-2
15	CCN(C(=O)COC(=O)CCc1c[nH]c2ccccc12)c1c(N)n(Cc2ccccc2)c(=O)[nH]c1=O	-2	-7	0	-8	7	-2
16	O=S(=O)(Nc1ccccc1)c1ccc(-c2csnn2)cc1	-5	-2	-1	1	-16	14
17	COc1ccc(S(=O)(=O)N2CCN(C(=O)c3cccc(S(=O)(=O)N4CCCC4)c3)CC2)cc1	-11	2	x	41	6	0
18	C1CN(CC2CCN(c3nc4nonc4nc3N3CCSCC3)CC2)CCO1	-5	3	3	-13	-3	-7
19	N#Cc1c(SCc2ccc(Cl)cc2)sc(C(=O)c2ccccc2)c1N	-1	-2	1	-43	7	-44
20	O=C(C1CCN(S(=O)(=O)c2ccc(Cl)c(C(F)(F)F)c2)CC1)N1CCC1	-3	10	5	12	9	6
21	COc1ccc(-c2cc(-c3cccs3)c(C#N)c(SCC(=O)NCc3ccco3)n2)cc1	x	-7	2	-67	2	-18
22	CC(C)c1ccc(-c2nnc(SCC(=O)NC3CC3)n2C)cc1	x	-1	1	-33	-4	-35
23	O=C(c1ccc(-c2ccccc2)cc1)C1CCCN(C(=O)c2cncs2)C1 (stereo unspecified)	-2	-6	-1	3	-6	-1
24	Cc1ccc(NC(=O)CCc2ccc(S(=O)(=O)N3CCOCC3)cc2)c(Cl)c1	-3	-2	x	2	7	6

No.	hiPSC survival	TRPM1 prom inh	PDI inh	Cardio protect	HIF-2a block
13	5.4	-4	9	12	-6
14	0.6	x	-1	4	22
15	-0.4	5	5	-2	14
16	0.2	-1	-1	-6	27
17	-0.2	x	-5	-2	5
18	1.6	12	12	2	2
19	-3.0	1	-11	-4	-13
20	-0.3	-1	-1	2	9
21	6.6	9	-4	6	-41
22	1.7	-19	-9	-3	-58
23	0.6	5	-5	8	-8
24	-1.7	4	1	-6	6

Continuation:
No.	compound	CaV13 ICDI inh	HTR2A ag	NR2E3 ag-1	NR2E3 ag-2	Shn3 3UTR inh	Peg3 promoter
25	CN(Cc1c(F)cccc1Cl)C(=O)c1cccc(S(=O)(=O)NCc2ccccc2)c1	-7	-4	-1	20	-1	13
26	Cc1noc(C)c1CSc1ncnc2sc(C)c(C)c12	x	12	2	-29	-1	1
27	COc1ccc(OC)c(S(=O)(=O)NCC(c2ccco2)N2CCc3ccccc32)c1 (stereo unspecified)	-6	6	3	7	5	4
28	COc1ccc(NC(=O)c2cc(-c3cc(Cl)ccc3OC)n[nH]2)cc1OC	-5	-3	x	-21	10	23
29	O=C(Nc1cccnc1)c1ccccc1-c1ccccc1	-5	-1	9	10	-14	7
30	Cc1ncc(CSc2nccc(=O)[nH]2)c(CO)c1O	-14	-3	1	3	11	-2
31	C/C(CC(=O)N1CCN(C=O)CC1)=N\NC(=O)c1cccc([N+](=O)[O-])c1	0	-3	1	-19	-6	33
32	CCOC(=O)c1c(C)c(C(=O)N(C)C2CCCCC2)c(C)n1C	-7	1	2	-57	-48	-44
33	Cc1ccc(C)c(Nc2nn3c(=O)c4ccc(C(=O)NCc5cccnc5)cc4nc3s2)c1	-7	-5	0	-12	-9	12
34	CCn1c(=N)n(CCOc2ccc(OC)cc2)c2ccccc21	-5	-8	1	3	19	8
35	CCN1C(=O)c2cccc3c(S(=O)(=O)NCC4CCCO4)ccc1c23 (stereo unspecified)	-12	0	4	-13	0	-1
36	O=C1c2ccccc2NC(c2ccc(Br)o2)N1O (stereo unspecified)	7	0	4	-57	-78	-252

No.	hiPSC survival	TRPM1 prom inh	PDI inh	Cardio protect	HIF-2a block
25	0.3	-3	2	-6	2
26	1.7	-17	-1	0	5
27	0.7	-10	3	-6	-3
28	-1.9	x	-5	32	15
29	1.9	0	4	0	12
30	-0.5	1	-4	7	8
31	-0.2	12	2	-2	9
32	-0.6	5	0	0	-92
33	-0.3	-6	5	7	7
34	-3.4	5	-4	-8	15
35	-0.3	8	9	-2	-23
36	2.1	i	2	21	-278

Following part:
No.	compound	CaV13 ICDI inh	HTR2A ag	NR2E3 ag-1	NR2E3 ag-2	Shn3 3UTR inh	Peg3 promoter
37	CC1(c2ccc(Cl)cc2)NC(=O)N(CC(=O)NC2CCCCC2)C1=O (stereo unspecified)	-6	-4	x	-13	-6	9
38	N#Cc1ccccc1OCC(=O)Nc1nc(-c2ccccn2)cs1	-4	6	x	24	73	22
39	CC(=O)N1CCN(c2ccc(NC(=O)c3cccc(OCc4ccccc4)c3)cc2)CC1	x	-1	7	-21	7	10
40	O=C1NC(=O)c2c(Br)c(Br)c(Br)c(Br)c21	-6	5	x	19	5	21
41	O=C(COC(=O)c1ccccc1NCCO)NCCc1ccccc1	-6	1	3	-39	-23	-17
42	CCOC(=O)c1ccccc1NC(=O)c1ccc(NS(C)(=O)=O)cc1	x	-4	2	-21	9	17
43	O=C(c1ccccc1F)N1CCN(c2ccccc2F)CC1	-5	0	2	10	-14	-12
44	COc1ccc(/C=C/C(=O)c2ccc(NC3=NCCCS3)cc2)cc1OC	-39	-3	1	-10	43	16
45	CCOC(=O)COc1cc(Br)c(/C=N/Nc2ccccc2)cc1OC	-4	-1	26*	28	36	13
46	CC(C)Cc1ccc(CN2CCCC(NC(=O)c3cccc(-n4cnnc4)c3)C2)cc1 (stereo unspecified)	-6	-7	1	14	17	-188
47	CCCNc1nc2nc3ccccn3c(=O)c2cc1C(=O)NCCN1CCOCC1	7	2	-2	-4	6	-49
48	Cc1c(CC(=O)O)c(=O)oc2c(C)c(OCc3ccc(F)cc3F)ccc12	-2	-6	-2	4	1	-17

No.	hiPSC survival	TRPM1 prom inh	PDI inh	Cardio protect	HIF-2a block
37	-3.0	17	6	0	19
38	6.1	x	-5	63*	-11
39	-0.6	10	-1	8	2
40	0.4	-4	16	59*	16
41	-0.2	3	-3	1	-43
42	0.5	3	-4	1	-5
43	-2.3	1	11	6	-15
44	-0.3	39	-3	34	27
45	-0.3	4	4	9	23
46	-0.2	-14	12	-12	-8
47	1.3	-1	-2	-2	2
48	0.5	-11	-4	9	-48

Next section:
No.	compound	CaV13 ICDI inh	HTR2A ag	NR2E3 ag-1	NR2E3 ag-2	Shn3 3UTR inh	Peg3 promoter
49	Cc1cc(NC(=O)CSc2nnc(-c3ccoc3C)o2)no1	-7	2	-1	19	-17	15
50	c1ccc(OCc2ccc(CCCN3CCOCC3)cc2)cc1	x	-8	-1	-17	-11	-60
51	CSc1cccc(NC(=O)CNC(=O)C2CCCCC2)c1	-10	5	0	-16	5	-23
52	COc1ccccc1CNc1cccc(C)n1	-17	-2	x	-32	2	-34

No.	hiPSC survival	TRPM1 prom inh	PDI inh	Cardio protect	HIF-2a block
49	-2.1	4	-2	-2	-5
50	-0.2	-25	-3	-5	-90
51	-0.5	6	-2	-3	-16
52	-2.4	x	2	-2	-45

Hits appear at their usual frequency; 3.9% or so of the library scored in one or more.
